PfM18AAP inh: blocks P. falciparum M18 aspartyl aminopeptidase | recombinant PfM18AAP, H-Glu-NHMec fluorogenic cleavage | inhibition, % at 7.35 µM | hit rate 1.2% among 290,000 | AID 1822;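 active = inhibition above the campaign mean inhibition over all tested compounds plus 3 SD, cut at about 28% in these data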;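 note: 0% = plate median of test compound wells and 100% = 2 mM ZnCl2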
HCV NS3 hel inh: blocks Hepatitis C virus NS3 helicase unwinding. NS3 helicase DNA unwinding, Cy5 molecular beacon fluorescence. inhibition, % at 10.9 µM. hit rate 0.56% among 290,000;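 active = inhibition above the mean of all tested compounds plus 3 SD, set per campaign, cut at about 35% in these data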;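 note: 0% = DMSO wells and 100% = thioflavine S control wells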
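System: HCV NS3 helicase fragment; control set: DMSO and thioflavine S; technique: Cy5 fluorescence at 0 and 60 min, beacon hairpin quenching; reagent: beacon DNA duplex substrate plus ATP; replicates: singlicate; schedule: 1 h reaction at 25 °C, ATP-initiated; medium: MOPS buffer pH 6.5 with MgCl2, DTT, Tween20, BSA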
VIM-2 inhibitor: blocks Pseudomonas aeruginosa VIM-2 metallo-beta-lactamase | hit rate 0.89% among 290,000 | inhibition, % at 5.6 µM | purified VIM-2, nitrocefin hydrolysis, epi-absorbance fluorescence;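 active = inhibition above the mean of all tested compounds plus 3 SD, cutoff set per screening run, cut at about 7.5% in these data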;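 note: red hydrolysis product quenches plate fluorescence so inhibitors raise well fluorescence; 0% = enzyme with DMSO and 100% = DMSO without enzyme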
IMP-1 inhibitor: blocks Pseudomonas aeruginosa IMP-1 metallo-beta-lactamase | purified IMP-1, nitrocefin hydrolysis, epi-absorbance fluorescence | inhibition, % at 5.6 µM | hit rate 0.45% among 290,000 | AID 1556;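 active = inhibition above the mean plus 3 SD of all compounds in the same screening run, cut at about 4.5% in these data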;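 note: 0% = IMP-1 with DMSO and 100% = DMSO wells lacking enzyme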
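system = purified recombinant IMP-1 beta-lactamase | amount = 0.2 nM IMP-1, as dispensed | medium = HEPES buffer pH 7.1 with ZnSO4 and Brij 35 | times = 25 °C, 15 min preincubation, 25 min reaction | detection = plate fluorescence quenching by hydrolysis product, ex 480/em 530 nm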
IDE cell activ: boosts human insulin-degrading enzyme activity in HEK cells. P14735. FAbeta-B cleavage, fluorescence polarization; 0% vehicle, 100% cell-free pure enzyme wells. activation, % at 5.96 µM. hit rate 0.073% among 340,000. AID 493087;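 active = activation above the mean of all tested compounds plus 3 SD, set per screening campaign, cut at about 17% in these data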
pCIP destab: compounds decreasing mouse p/CIP protein stability; F442A p/CIP-EGFP cells, EGFP fluorescence, 16 h; decrease of EGFP signal, % at 10 µM; Q05BA5; hit rate 0.01% among 290,000;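 active = EGFP signal decrease of at least 30% at 10 µM or well 3 SD below plate mean, unless failing retest; inactive = the rest, including hits failing retest or dose response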; note: some compounds called inactive have numbers as strong as hits; many of its hits are not listed in these tables
Target sequence (Q05BA5 1-1403): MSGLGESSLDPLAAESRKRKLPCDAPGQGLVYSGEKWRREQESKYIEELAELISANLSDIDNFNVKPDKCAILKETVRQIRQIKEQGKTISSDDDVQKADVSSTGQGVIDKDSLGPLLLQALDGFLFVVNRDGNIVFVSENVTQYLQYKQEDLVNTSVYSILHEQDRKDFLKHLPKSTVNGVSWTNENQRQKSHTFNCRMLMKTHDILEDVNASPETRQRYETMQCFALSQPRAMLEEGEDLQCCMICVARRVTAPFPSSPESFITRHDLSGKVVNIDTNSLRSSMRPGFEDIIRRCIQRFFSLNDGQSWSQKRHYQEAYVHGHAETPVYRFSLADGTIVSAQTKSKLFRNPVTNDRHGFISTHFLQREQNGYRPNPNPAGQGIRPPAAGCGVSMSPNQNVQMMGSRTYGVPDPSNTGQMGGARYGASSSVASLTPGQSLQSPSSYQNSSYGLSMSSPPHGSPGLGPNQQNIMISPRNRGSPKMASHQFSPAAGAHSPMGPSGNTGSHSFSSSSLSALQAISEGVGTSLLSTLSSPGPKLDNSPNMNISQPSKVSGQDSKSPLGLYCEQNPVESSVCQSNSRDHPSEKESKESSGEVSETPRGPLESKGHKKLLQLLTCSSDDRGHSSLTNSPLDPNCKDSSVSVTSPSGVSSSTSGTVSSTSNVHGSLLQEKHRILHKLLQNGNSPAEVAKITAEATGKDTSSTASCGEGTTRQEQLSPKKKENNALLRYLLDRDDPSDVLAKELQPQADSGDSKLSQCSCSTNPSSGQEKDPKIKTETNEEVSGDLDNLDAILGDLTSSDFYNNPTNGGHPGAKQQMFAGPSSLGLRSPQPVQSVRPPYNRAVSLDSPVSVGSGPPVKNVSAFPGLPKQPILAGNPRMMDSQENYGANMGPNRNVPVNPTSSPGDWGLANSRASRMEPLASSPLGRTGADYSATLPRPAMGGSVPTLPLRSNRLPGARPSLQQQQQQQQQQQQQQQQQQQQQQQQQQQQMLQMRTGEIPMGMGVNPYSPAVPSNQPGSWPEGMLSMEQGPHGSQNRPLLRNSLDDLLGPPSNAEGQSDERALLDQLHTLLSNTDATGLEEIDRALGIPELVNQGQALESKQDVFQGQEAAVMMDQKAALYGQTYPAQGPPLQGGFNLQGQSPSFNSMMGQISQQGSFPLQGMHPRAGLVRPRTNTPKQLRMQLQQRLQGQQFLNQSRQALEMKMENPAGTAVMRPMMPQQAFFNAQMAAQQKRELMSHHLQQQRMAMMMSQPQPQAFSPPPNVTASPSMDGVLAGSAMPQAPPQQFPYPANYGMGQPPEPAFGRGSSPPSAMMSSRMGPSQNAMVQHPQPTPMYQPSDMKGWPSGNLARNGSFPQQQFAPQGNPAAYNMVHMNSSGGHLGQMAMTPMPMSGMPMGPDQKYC
IDE inh: cellular human IDE inhibition; HEK cells, FAbetaB cleavage, fluorescence polarization; inhibition, % at 5.59 µM; hit rate 0.41% among 320,000;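 active = percent inhibition above the average of all tested compounds plus 3 SD, set per screening campaign, cut at about 16% in these data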;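 note: IDE supplied by intact live HEK cells; FP after avidin binding of uncleaved biotin substrate so inhibition keeps polarization high; 0% = DMSO wells and 100% = 60 µM reference IDE inhibitor Ii1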
FID counter: counter-screen for HCV NS3 helicase inhibitors: DNA intercalator displacement; DNA fluorescent intercalator displacement, fluorescence; inhibition, % at 7.9 µM; hit rate 0.17% among 290,000; AID 1845; in the data active = inhibition above about 37%;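 note: 0% = vehicle and 100% = reference compound; higher means more ethidium bromide displaced from hairpin DNA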
UBC9 SUMO inh: SUMOylation inhibition; P63279; inhibition, % at 35 µM; hit rate 0.36% among 290,000; HTRF SUMOylation assay, SAE1/SAE2 + UBC9, in vitro; in the data active = inhibition above about 50%, passing the limit was not always enough; note: strong numbers were not always called active
Starred values were filed as active, the others as inactive; · = not tested or not shown.

compound | PfM18AAP inh | HCV NS3 hel inh | VIM-2 inhibitor | IMP-1 inhibitor | IDE cell activ | pCIP destab | IDE inh | FID counter | UBC9 SUMO inh
Cc1ccc(N(CC(=O)NC(C)(C)C)C(=O)CNC(=O)c2cccs2)cc1 | 5 | -4 | -2.4 | -2.3 | 2 | -5 | -1 | -18 | 2
COc1ccc(N2CCN(CC(O)COc3ccc4c(c3)CCC4)CC2)cc1 (configuration not stated) | 8 | -12 | -2.2 | -1.2 | 1 | 8 | 4 | 5 | 2
CCOC(=O)Cn1c(=N)n(CCOc2cccc(C)c2)c2ccccc21 | 1 | -29 | -1.9 | -1.1 | -2 | -2 | 0 | 14 | -14
CN=C1S/C(=C\c2ccc(N3CCOCC3)cc2C)C(=O)N1C | -1 | -20 | -2.1 | -3.3 | 5 | -9 | 1 | -11 | 12
O=C(CN1C(=O)COc2ccc(Cl)cc21)N1CCCCC1 | 2 | 4 | -2.2 | -2.7 | 4 | -6 | 0 | -7 | 12
CCCOc1ccc(C(=O)c2nc3c(n2O)CCCCC3)cc1 | -11 | 20 | -3.6 | -3.0 | 4 | -13 | 2 | -23 | 0
CCOc1ccc(S(=O)(=O)NNS(=O)(=O)c2ccc(C)cc2C)cc1 | 15 | 17 | -1.2 | -3.5 | 3 | -8 | 8 | -21 | 1
COc1ccc(-c2nc(NC(=O)CSc3nnc(C)s3)ns2)cc1 | -1 | 1 | -4.0 | -2.3 | 4 | -8 | 1 | -19 | 10
COC(=O)c1c(NC(=O)c2ccco2)sc2c1CC(C)(C)NC2(C)C | -4 | -10 | 13* | 1.3 | 2 | -11 | -3 | 23 | 3
COc1ccc(C(=O)NCCC2=CCCCC2)cc1OC1CCN(C(C)C)CC1 | -8 | 0 | -1.6 | -2.1 | -2 | 2 | 4 | 11 | 22
O=C(CSc1nnc(COc2cccc3cccnc23)o1)N1CCN(C(=O)c2ccco2)CC1 | -4 | -2 | -1.6 | -2.7 | 4 | 6 | 6 | -18 | 10
C=C(C)c1cccc(C(C)(C)NC(=O)NNC(=O)c2ccccc2O)c1 | 40* | 10 | -3.3 | -3.0 | 2 | -7 | 6 | -16 | -5
O=C1CC(c2cccc(F)c2)C2=C(CCCC2=O)N1 (configuration not stated) | 8 | -7 | -2.0 | -2.3 | 0 | 0 | 1 | -3 | 32
COC(=O)c1cc(C(=O)CC(C)C)c[nH]1 | 3 | 5 | -1.1 | -2.5 | -5 | 12 | 4 | 0 | -2
O=C(CSc1nnc2ccc(-c3ccccc3)nn12)NCC1CCCO1 (configuration not stated) | 0 | -12 | -0.1 | -0.8 | 4 | -6 | 0 | -11 | 36
COc1cccc(NC(=O)C2CCCO2)c1 (configuration not stated) | 1 | -20 | 0.0 | -1.2 | 10 | 8 | 5 | 1 | -9
CCOC(=O)Cc1[nH]nc2c1C(C1C=CCCC1)C(C#N)=C(N)O2 (configuration not stated) | -3 | 9 | -3.1 | -5.5 | 2 | -8 | -3 | -17 | 5
COc1ccc(OCCSc2nnc3sc4ccccc4n23)cc1 | 6 | -26 | -1.4 | -3.8 | 2 | -11 | 1 | -22 | 2
CC1Cc2c([nH]c3ccccc23)C(=O)N1 (configuration not stated) | -13 | -4 | 0.2 | -0.1 | 0 | -40 | 1 | -5 | 15
O=C(c1ccccc1)c1c[nH]cc1-c1ccccc1 | -3 | -4 | -1.0 | -2.3 | -4 | -11 | -2 | -3 | 6

Entries listed so far marked active in PfM18AAP inh:
| SMILES | PfM18AAP inh | HCV NS3 hel inh | VIM-2 inhibitor | IMP-1 inhibitor | IDE cell activ | pCIP destab | IDE inh | UBC9 SUMO inh |
| --- | --- | --- | --- | --- | --- | --- | --- | --- |
| C=C(C)c1cccc(C(C)(C)NC(=O)NNC(=O)c2ccccc2O)c1 | 40* | 10 | -3.3 | -3.0 | 2 | -7 | 6 | -5 |

Five entries picked at random from those above:
compound | PfM18AAP inh | HCV NS3 hel inh | VIM-2 inhibitor | IMP-1 inhibitor | IDE cell activ | pCIP destab | IDE inh | FID counter | UBC9 SUMO inh
O=C1CC(c2cccc(F)c2)C2=C(CCCC2=O)N1 (configuration not stated) | 8 | -7 | -2.0 | -2.3 | 0 | 0 | 1 | -3 | 32
C=C(C)c1cccc(C(C)(C)NC(=O)NNC(=O)c2ccccc2O)c1 | 40* | 10 | -3.3 | -3.0 | 2 | -7 | 6 | -16 | -5
Cc1ccc(N(CC(=O)NC(C)(C)C)C(=O)CNC(=O)c2cccs2)cc1 | 5 | -4 | -2.4 | -2.3 | 2 | -5 | -1 | -18 | 2
CN=C1S/C(=C\c2ccc(N3CCOCC3)cc2C)C(=O)N1C | -1 | -20 | -2.1 | -3.3 | 5 | -9 | 1 | -11 | 12
CC1Cc2c([nH]c3ccccc23)C(=O)N1 (configuration not stated) | -13 | -4 | 0.2 | -0.1 | 0 | -40 | 1 | -5 | 15

Continuation:
compound | PfM18AAP inh | HCV NS3 hel inh | VIM-2 inhibitor | IMP-1 inhibitor | IDE cell activ | pCIP destab | IDE inh | FID counter | UBC9 SUMO inh
O=C(COC(=O)c1ccc2c(=O)n3c(nc2c1)CCC3)NC1CCS(=O)(=O)C1 (configuration not stated) | 5 | 1 | -1.8 | -1.7 | 6 | -11 | 7 | 0 | -4
Cc1ccc(S(=O)(=O)NCCc2cc3ccc(C)c(C)c3[nH]c2=O)cc1 | 7 | 0 | -1.0 | -3.3 | -1 | -21 | 2 | -40 | 19
COc1ccc(C(=O)Nc2nc(C)c(C(=O)N(C)C)s2)cc1OC | 5 | 7 | -3.2 | -1.9 | 2 | -11 | 0 | -11 | 10
O=C(Nc1nccs1)c1ccc(S(=O)(=O)N2CCCCC2)cc1 | -7 | 2 | -0.3 | -0.8 | 2 | -2 | -3 | -12 | -5
Cc1ccc(CNC(=O)c2cc3c(s2)CN(Cc2ccccc2)C3)cc1 | 1 | -8 | -0.3 | 1.8 | 2 | 2 | 1 | -2 | -2
Cc1oc(-c2cccc3ccccc23)nc1CN1CCN(c2ncnc3ccccc23)CC1 | -1 | -16 | -2.1 | -1.6 | -2 | -7 | -1 | -9 | 2
O=C(c1cn(-c2ccccc2)nc1-c1ccncc1)N1CCCCC1 | 4 | 3 | 0.2 | 0.6 | -2 | -7 | 1 | -23 | 30
C/C(=N\NC(=O)c1ccc(O)cc1)c1ccc(NC(=O)Cc2ccccc2)cc1 | -2 | 25 | -3.6 | -1.8 | 5 | -15 | · | -13 | -5
Cc1nonc1C1CCCN1Cc1cn[nH]c1-c1ccc2c(c1)OCO2 (configuration not stated) | -2 | -11 | -1.4 | -1.4 | 1 | 5 | -9 | -5 | 17
Cc1cccc(NC(=O)CSc2nnnn2C2CCCC2)c1 | -4 | -8 | -2.2 | -0.7 | 1 | -6 | · | -12 | 17
O=C(NC(=S)N1CCCc2ccccc21)c1ccco1 | -15 | -9 | 0.1 | -0.8 | -1 | 2 | 4 | -3 | 2
Cc1ccc(S(=O)(=O)NN2C(=O)c3ccccc3NC2c2ccco2)cc1 (configuration not stated) | -14 | 7 | 0.0 | -1.3 | · | -6 | -1 | -5 | 23
COc1ccc(CNC(=O)CN(Cc2ccccc2)C(=O)CCC(=O)Nc2nccs2)cc1 | -5 | -7 | -0.8 | 0.5 | 5 | 0 | 5 | -33 | 1
CS(=O)(=O)N1CCN(c2ccc(NC(=O)c3ccc([N+](=O)[O-])o3)cc2)CC1 | 2 | -10 | -0.4 | -2.2 | 4 | -15 | · | 3 | -3
COc1ccc(NC(=S)N(CCCN2CCC(C)CC2)Cc2cccs2)cc1 | 5 | -2 | -1.9 | -1.8 | 0 | 3 | -2 | 13 | 6
Cc1cccc(NC(=O)CSc2nnc([C@H](C)NC(=O)OC(C)(C)C)o2)c1C | 8 | 4 | -1.4 | -2.7 | 1 | -7 | 2 | -29 | 4
CC(C)CC(NC(=O)OC(C)(C)C)c1cn([C@@H](CCC(=O)OC(C)(C)C)C(=O)N2CCN(C(=O)OC(C)(C)C)CC2)nn1 (some centres not stated) | -3 | -5 | -1.1 | -1.6 | 6 | -5 | 0 | -14 | 0
Cc1c(Cl)ccc2c1NC(=O)C21NC(CCC(N)=O)[C@H]2C(=O)N(c3ccc(Cl)cc3)C(=O)[C@H]21 (some centres not stated) | 2 | 1 | -3.4 | -4.6 | 4 | -2 | -1 | -17 | 18
O=C(c1ccccc1)N1N=C(c2ccccc2)CC1c1ccccc1 (configuration not stated) | 3 | -1 | -1.4 | -1.0 | 1 | -9 | 8 | -28 | -9
CNC(=O)C(=O)NCCc1ccc(Cl)cc1 | 1 | -3 | -5.8 | -2.5 | 5 | 0 | 2 | -3 | 26
O=C(c1ccc2ncsc2c1)N1CCN(c2ccc(O)cc2)CC1 | 11 | 10 | -0.6 | -1.5 | 9 | -4 | -3 | -5 | 11
COc1ccc(OC)c(C2NC(=O)NC(C)=C2C(=O)Nc2ccc(C)cc2C)c1 (configuration not stated) | -3 | -7 | -0.2 | -1.5 | 3 | 0 | -5 | -15 | 18
COc1ccc(-n2ncc3c2CC(C)(C)CC3NC(=O)c2cnc(C)cn2)cc1 (configuration not stated) | 1 | -2 | -2.0 | -1.4 | 3 | -4 | -2 | -56 | 1
CC(C)C(NC(=O)C12CC3CC(CC(C3)C1)C2)C(=O)N/N=C/C1=C(N2CCOCC2)C(=C\c2ccc([N+](=O)[O-])cc2)/CC1 (configuration not stated) | 7 | 5 | -2.9 | -2.4 | -2 | -8 | 2 | -6 | 29
CCNC(=O)CC1C(=O)N(c2ccccc2)C(=O)N1CCc1ccc(OC)c(OC)c1 (configuration not stated) | -3 | 4 | -1.3 | -2.9 | 5 | -6 | 4 | -8 | 3
c1nc(N2CCCCC2)c2[nH]cnc2n1 | 4 | 4 | -1.9 | -4.2 | 7 | 4 | 2 | 3 | 9
COc1ccc(/C=N/n2c(=S)n(C)c3ccccc32)cc1OC | 3 | 4 | -2.8 | -4.1 | 0 | -3 | 1 | -8 | -2
O=C(Nc1c(F)c(F)c(F)c(F)c1F)NC1CCCCC1 | 9 | -3 | 0.7 | 0.8 | 2 | -17 | -2 | -4 | 22
O=C(NCc1ccco1)/C(=C\c1ccco1)NC(=O)c1cccs1 | 11 | 7 | -6.1 | -3.7 | -3 | -6 | 7 | 5 | 18
CCc1ccc(C(=O)COC(=O)c2cccc(N3C(=O)c4c(C)nc5ccccc5c4C3=O)c2)cc1 | 10 | 7 | -2.6 | -1.6 | 4 | 9 | -5 | -6 | 3
O=C(NCCN1CCOCC1)N1CCOCC1 | -1 | 5 | -0.4 | -2.3 | 6 | -3 | -1 | 0 | 1
Cc1cccc2nc(CSc3nnnn3-c3ccccc3)cn12 | 2 | -6 | 1.5 | 0.2 | 5 | -24 | -5 | -11 | -1
COc1coc(/C=C/C(=O)O)cc1=O | 3 | -10 | -1.3 | -1.2 | 10 | -17 | -3 | 2 | 22

High-throughput results deposited in PubChem BioAssay by several laboratories.
